# TDP1 cell CPT: growth inhibition of DT40 Tdp1-/-;hTDP1 cells with camptothecin (screen for TDP1 inhibitors); chicken DT40 Tdp1-/-;hTDP1 cells + 20 nM CPT, ATP luminescence, 48 h; Potency, µM (titrated, usually from 46.2 µM), without a hit: at the highest dose activity change, negative = growth inhibition, most hits filed as inhibitors; 420,000 tested, 12% active; note: nearly all actives have a fitted effect of over 55% in size
#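 Chicken DT40 Tdp1-/- cells complemented with human TDP1, 400 cells/well, exposed to compounds plus 20 nM camptothecin for at least 48 h at 37 C; viability read as ATP content by CellTiter-Glo luminescence.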
# KAT2A inh: inhibitors of human GCN5L2 histone acetyltransferase; Q92830; GCN5L2 HAT assay, ThioGlo1 CoA-SH fluorescence; Potency, µM (titrated, usually from 58.9 µM), without a hit: at the top dose activity change, negative = inhibition, hits mostly inhibitors; 390,000 tested, 0.21% active
# Target sequence (Q92830 whole entry, looked up): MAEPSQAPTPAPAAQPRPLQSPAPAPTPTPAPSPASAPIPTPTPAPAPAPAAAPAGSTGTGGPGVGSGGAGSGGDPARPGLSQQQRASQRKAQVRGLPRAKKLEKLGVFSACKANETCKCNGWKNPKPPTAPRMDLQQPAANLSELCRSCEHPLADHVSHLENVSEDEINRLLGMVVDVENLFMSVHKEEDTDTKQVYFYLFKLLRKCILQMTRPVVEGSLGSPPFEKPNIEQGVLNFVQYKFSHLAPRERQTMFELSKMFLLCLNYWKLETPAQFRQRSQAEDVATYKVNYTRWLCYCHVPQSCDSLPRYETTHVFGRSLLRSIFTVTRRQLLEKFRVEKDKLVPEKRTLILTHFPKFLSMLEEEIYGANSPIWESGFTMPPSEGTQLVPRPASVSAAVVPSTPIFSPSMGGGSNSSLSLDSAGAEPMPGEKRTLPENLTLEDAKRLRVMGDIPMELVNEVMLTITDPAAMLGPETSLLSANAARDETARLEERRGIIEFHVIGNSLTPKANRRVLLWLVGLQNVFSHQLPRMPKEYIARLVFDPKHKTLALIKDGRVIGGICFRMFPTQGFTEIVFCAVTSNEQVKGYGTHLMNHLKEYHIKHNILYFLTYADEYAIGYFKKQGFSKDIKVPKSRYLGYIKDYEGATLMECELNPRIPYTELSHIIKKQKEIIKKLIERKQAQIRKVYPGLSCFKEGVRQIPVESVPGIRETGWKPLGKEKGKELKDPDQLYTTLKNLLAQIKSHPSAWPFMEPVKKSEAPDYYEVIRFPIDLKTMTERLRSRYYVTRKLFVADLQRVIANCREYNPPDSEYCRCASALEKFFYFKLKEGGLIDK
#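 Fluorescence readout, Ex340nm/Em540nm: ThioGlo1 (50uM final) reacts with free CoA thiol released as 20nM GCN5L2 acetylates H3(1-25) peptide (75uM) using acetyl-CoA (70uM). Compound and enzyme sat 15 min beforehand; 20 min room-temperature reaction.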
# DT40 TDP1 no CPT: qHTS for Inhibitors of human tyrosyl-DNA phosphodiesterase 1 (TDP1): qHTS in cells in absence of CPT; 420,000 tested, 15% active; Potency, µM (titrated, usually from 46.2 µM), inactives show at the highest dose activity change, negative = growth inhibition, actives largely listed as inhibitors; DT40 Tdp1-/- hTDP1 cells, no CPT, ATP luminescence, 48 h; AID 686978, 2013; note: nearly all actives have a fitted effect of over 55% in size
#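 Seeded 400 DT40-hTDP1 cells/well (vehicle DMSO, no 20 nM CPT); pinned compounds; ≥48 hr at 37 °C; CellTiter-Glo luminescence as viability measure.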
# Active calls of the source: *; ? = inconclusive; . = no result given; & = joins results of further samples; [ ] = another dose, or the depositor's remark. Calls come from the whole dose curve; as a rule, active = well fitted curve in the direction sought with a large enough effect; inconclusive = small, poorly fitted or top-dose-only effect, or another doubt; inactive = no such curve, though single readings can be large; an effect the other way counts as inactive or inconclusive. % is set by controls: 0 for no effect and ±100 for the full control effect; potency is the fitted concentration of half-maximal effect.
SMILES,TDP1 cell CPT,KAT2A inh,DT40 TDP1 no CPT
CC(=O)N1[C@H](C)C=C[C@]1(Cc1ccccc1)C(=O)O,-19%,2%,-18%
Cc1c(NC(=S)N/N=C\c2ccccc2O)c(=O)n(-c2ccccc2)n1C,?,-4%,21µM*
COc1ccc(-n2c(-c3cccc(C)c3[N+](=O)[O-])n[nH]c2=S)cc1,-6%,-1%,-6%
COc1ccc(-c2cnc3c(NC(C)=O)cc(-c4ccccc4CN(C)C)cn23)cc1OC,?,.,?
O=C(CSc1nnc(-c2ccc3c(c2)OCO3)o1)Oc1ccccc1,0%,-14%,1%
CCCNC(=O)N[C@H]1C=C[C@H](CC(=O)OC)O[C@@H]1CO,0%,.,6%
Cc1c(NC(=O)c2cc3ccccc3c(=O)s2)c(=O)n(-c2ccccc2)n1C,-15%,-4%,-23%
CC(=O)C(=Nc1ccccc1Cl)NNc1ccc(Cl)cc1,?,-16%,?
CC(=O)c1cccc(NC(=O)N2CCCC2C(=O)NC2CCCC2)c1 (stereo not given),1%,-5%,3%
O=C(CN1CCCC1)NCC12CC3CC(CC(C3)C1)C2,-22%,-10%,-19%
CC(=O)Nc1cccc(C(=O)OC(C(=O)c2ccc(C)c(C)c2)c2ccccc2)c1 (stereo not given),16µM*,-15%,16µM*
COc1ccccc1Cn1c(C)c(C(=O)NCCC#N)sc1=O,-11%,.,4%
Cc1ccc(C(=O)NC(=S)N2CCN(c3cc(C)ccc3C)CC2)cc1,?,-7%,?
Cc1nc2cc(CC(=O)O)ccc2o1,-7%,-2%,3%
CC(=O)C1=C(OC(=O)C(C)C)c2ccccc2S(=O)(=O)N1Cc1ccccc1,?,-8%,?
CC1CCc2c(C(=O)NCCCN3CCOCC3)csc2C1 (stereo not given),?,-7%,-19%
Oc1ccc(-c2csc(-c3cccnc3)n2)c(O)c1,?,-1%,?
CC(C)Cn1cnc2c1c(=O)n(CC(=O)O)c(=O)n2Cc1ccccc1,22%,-2%,10%
O=C(NNc1c(F)c(F)cc(F)c1F)c1ccco1,-20%,-4%,2%
CC(C)c1cc(Cn2c3ccccc3c(=O)n2C(C)Cn2cc(CCc3ccccc3)nn2)on1 (stereo not given),-8%,.,-27%
COC(=O)CSc1nc2ccc(C)cc2[nH]1,10%,-2%,4%
COC(=O)c1c(NC(=O)c2ccc(C(=O)c3ccccc3)cc2)sc2c1CC(C)(C)NC2(C)C,-14%,.,?
COc1ccccc1-n1c(SCC(=O)Nc2cccc3ccccc23)nc(O)cc1=O,-3%,-9%,-6%
Cc1ccc(S(=O)(=O)Nc2ccc3c(c2)nc(CCN2CCCCC2)n3C)cc1,-12%,-4%,?
Cc1ccc(C(=O)CCC(=O)N(C)CC(=O)Nc2c(Cl)cccc2Cl)cc1,?,0%,-21%

# Another view of 3 compounds above.
SMILES | TDP1 cell CPT | KAT2A inh | DT40 TDP1 no CPT
CCCNC(=O)N[C@H]1C=C[C@H](CC(=O)OC)O[C@@H]1CO | 0% | . | 6%
Cc1c(NC(=O)c2cc3ccccc3c(=O)s2)c(=O)n(-c2ccccc2)n1C | -15% | -4% | -23%
CC(=O)C(=Nc1ccccc1Cl)NNc1ccc(Cl)cc1 | ? | -16% | ?

# Part of the list above, set out differently.
SMILES | TDP1 cell CPT | KAT2A inh | DT40 TDP1 no CPT
Cc1c(NC(=S)N/N=C\c2ccccc2O)c(=O)n(-c2ccccc2)n1C | ? | -4% | 21µM*
COc1ccc(-n2c(-c3cccc(C)c3[N+](=O)[O-])n[nH]c2=S)cc1 | -6% | -1% | -6%
COc1ccc(-c2cnc3c(NC(C)=O)cc(-c4ccccc4CN(C)C)cn23)cc1OC | ? | . | ?
O=C(CSc1nnc(-c2ccc3c(c2)OCO3)o1)Oc1ccccc1 | 0% | -14% | 1%
CCCNC(=O)N[C@H]1C=C[C@H](CC(=O)OC)O[C@@H]1CO | 0% | . | 6%
Cc1c(NC(=O)c2cc3ccccc3c(=O)s2)c(=O)n(-c2ccccc2)n1C | -15% | -4% | -23%
CC(=O)C(=Nc1ccccc1Cl)NNc1ccc(Cl)cc1 | ? | -16% | ?

# Further entries
SMILES,TDP1 cell CPT,KAT2A inh,DT40 TDP1 no CPT
CCn1c(SC(C)C(=O)Nc2nccs2)nnc1-c1ccncc1 (stereo not given),1%,?,0%
Cc1cccc(Cl)c1NNC(=O)Nc1c([N+](=O)[O-])c(C)nn1C,-1%,-23%,-7%
O=C(c1ccccc1)c1nnc(-c2ccccc2F)o1,-4%,-10%,?
CC(O)[C@H]1CNCCN1CC1(c2ccccc2)CC1 (stereo not given in full),7%,1%,0%
Cc1noc(C)c1S(=O)(=O)Nc1ccc(C(=O)N2CCc3ccccc3C2)cc1,-8%,-8%,-7%
Nc1nc(SCc2ccccc2)c2ncn(C3CCCO3)c2n1 (stereo not given),?,.,?
CCOc1cc(Br)c(/C=C2/C(=O)N(C)C(=S)N2CC(=O)OC)cc1OC,6%,-8%,-38%
Cc1cccc(C(=O)Nc2c(-c3ccc(F)cc3)nc3ccccn23)c1,?,-4%,?
S=c1nc(C2CCCCC2)[nH]c2ccccc12,-10%,-4%,?
COc1ccc(C(OC(=O)c2c(C)noc2C)C(=O)NC2CCCC2)cc1 (stereo not given),2%,-12%,5%
Cc1cc(C)nc(NC(=O)CSc2nnnn2-c2ccccc2)n1,-3%,-4%,-5%
CN1CCN([C@@H]2CS(=O)(=O)N[C@H]2COCc2ccccc2)CC1,6%,.,0%
C=CC[n+]1c(/C=C2\C=Cc3cc(C)ccc3N2CC)ccc2ccccc21,0.18µM*,-18%,0.073µM*
CCn1c(CNC(=O)c2ccc(OC)cc2)nnc1SCC(=O)Nc1ccc(C)cc1,3%,-4%,-10%
COc1cc(-c2noc(CCCC(=O)NCc3ccco3)n2)cc(OC)c1OC,-6%,-2%,-17%
O=C(Oc1coc(CSc2nnc(NC(=O)C3CC3)s2)cc1=O)c1ccccc1,6%,-6%,-2%
CC1CN(C(=O)c2cc3cc(Br)ccc3[nH]2)CC(C)O1 (stereo not given),-26%,-3%,?
Cc1cccc(OCC(=O)N(Cc2ccco2)C2CCS(=O)(=O)C2)c1 (stereo not given),1%,-17%,-10%
CCc1cc2c(cc3c(=O)n(CC(=O)NCCCN4CC(C)CC(C)C4)ncn32)s1 (stereo not given),?,-7%,?
CN(CC(=O)O)Cc1oc(CO)cc(=O)c1O,2%,.,-5%
O=C(/C=C/c1ccc2c(c1)OCCCO2)c1ccccc1O,?,-6%,?
COc1cc(/C=C(\C#N)C(=O)c2c(C)[nH]c3ccccc23)cc(OC)c1OC,11%,-8%,?
O=[n+]1c2c(n([O-])c3ccccc31)CCCC2,-27%,-5%,-8%
Cc1ccc(-c2nnc(SCC(=O)N/N=C/c3c(C)nn(-c4ccccc4)c3C)n2-c2ccccc2)cc1,-3%,-6%,?
Cc1ccc(S(=O)(=O)N2CCCOC2CNC(=O)C(=O)NCCCn2ccnc2)cc1 (stereo not given),1%,-5%,-32%

# Later entries.
SMILES,TDP1 cell CPT,KAT2A inh,DT40 TDP1 no CPT
COc1cc(NC(=O)COC(=O)CNC(=O)C2CCCCC2)cc(OC)c1,-26%,-1%,-20%
Cn1c(=O)c(=O)n(C)c2cc(N3CCOCC3)c(NS(=O)(=O)c3ccc([N+](=O)[O-])cc3)cc21,?,-17%,21%
CCCNC(=O)NC(=O)CSc1ccc2c(c1)OCCO2,-10%,1%,-18%
COCCN(Cc1cccs1)S(=O)(=O)c1cc(-c2cc(C)no2)ccc1C,?,30%,21µM*
COc1ccc(NC(=S)N2CCC3CC2c2cc(-c4ccc5c(c4)OCO5)ccc23)c(OC)c1 (stereo not given),?,.,?
O=C(NCc1ccncc1)c1cnn(-c2nccc(-c3cccs3)n2)c1C1CC1,-7%[9.04 µM],.,-11%
Cc1nc2ccccc2n1CCc1nc2c3ccccc3nc(SCC(=O)Nc3ccc(C(C)C)cc3)n2n1,12µM*,-5%,9.2µM*
Fc1ccc(-c2ccnc3nc(N4CCN(c5ccccc5)CC4)nn23)cc1,-2%,-24%,7%
O=C1c2cccc3c([N+](=O)[O-])c(O)cc(c23)C(=O)N1Nc1ccccc1,?,0%,?
CC1Sc2ccc(S(=O)(=O)N3CCC(C(=O)NCc4ccccc4)CC3)cc2NC1=O (stereo not given),?,-6%,?
O=c1c2ccccc2c(C=Nc2cccc(S(=O)(=O)NCc3ccco3)c2)c(O)n1-c1ccc(Cl)cn1,?,-6%,?
CC1(C)C2CCC1(C)C(NC(=O)COC(=O)c1ccc(S(C)(=O)=O)c([N+](=O)[O-])c1)C2 (stereo not given),5µM*,.,5.6µM*
COc1cc(CCN(C(=O)c2cccc(S(C)(=O)=O)c2)C(CCc2ccccc2)c2nc3ccccc3[nH]2)cc(OC)c1 (stereo not given),?,.,?
CC1(C2CC2)NC(=O)NC1=O (stereo not given),-2%,-4%,-5%
O=C1CCCC/C=C\C[C@H](CC(=O)N(CCO)Cc2ccccc2)C(=O)NCCO1,-22%,0%,-3%
Cc1cc(NC(=O)CCCn2nc(C)c([N+](=O)[O-])c2C)no1,9%,-1%,-11%
CCCCCC(=O)NC(NC(=S)NC1CCS(=O)(=O)C1)C(Cl)(Cl)Cl (stereo not given),?,0%,-27%
COc1cccc(CNC(=O)C2Cc3ccccc3CN2C(C)=O)c1 (stereo not given),?,-3%,-28%
CC(NC(=O)c1ccc(CSc2nc3ccncc3n2Cc2ccc(F)cc2)cc1)c1ccccc1 (stereo not given),?,-5%,?
Cc1cc(C)cc(-n2c(C)nc3cc(C(=O)O)ccc32)c1,4%&1%,-5%&0%,5%&-16%
O=C(Cn1cc(SCc2ccccc2F)c2ccccc21)N1CCCC1,?,-9%,?
O=C(CCNC(=O)c1ccccc1)NN=Cc1ccc(Br)o1,0%,-13%,?
Cc1ccc(NC(=O)c2ccc(Cl)c(S(=O)(=O)N3CCCCCC3)c2)nc1,-30%,-3%,?
CC(=O)Nc1cnc(-c2ccc3c(c2)OCO3)cn1,16%,.,-8%
CCC(C)NC(=O)C1CCN(S(=O)(=O)c2ccc(-n3cnnn3)cc2)CC1 (stereo not given),-2%,-2%,3%

# Later entries:
SMILES,TDP1 cell CPT,KAT2A inh,DT40 TDP1 no CPT
CN(C)c1nccc(N(Cc2ccccc2)Cc2ccccc2)c1C#N,18µM*,-7%,29µM*
COc1ccc(CCC(=O)OCC(=O)c2ccc[nH]2)cc1OC,-10%,-1%,-6%
COc1ccc(OC)c(N2C(=O)CC(Cc3cc(C)cc(C)c3)C2=O)c1 (stereo not given),?,-5%,-9%
CC(C)C[C@H]1CNC(=O)C(=O)N1CC1CCN(CC2CCC(C(C)(C)C)CC2)CC1 (stereo not given in full),-10%,.,?
CCC(C)NS(=O)(=O)c1ccc(OCC(=O)N2CCCC2)cc1 (stereo not given),4%,2%,-4%
N#C/C(=N\Nc1cccc([N+](=O)[O-])c1)C(=O)c1ccc(Br)cc1,5.8µM*,?,6.5µM*
C/C(CC(=O)N(C(C)C)C(C)C)=N\NC(=O)c1ccccc1Br,-17%,-6%,-2%
COc1ccc2c(c1)sc1nc(-c3ccccc3)cn12,0.52µM*,-13%,0.92µM*
COc1cccc(OC)c1C(=O)Nc1nc2cc3c(cc2s1)OCO3,7%,-17%,11%
O=C(c1nc[nH]c1C(=O)N1CCN(c2ccccc2)CC1)N1CCN(c2ccccc2)CC1,13µM*,-4%,-8%
NC(Cc1ccc(C(F)(F)F)cc1)c1csc(Nc2ccc(S(N)(=O)=O)cc2)n1 (stereo not given),13µM*,.,21µM*
O=S(=O)(c1ccc(-c2csc(Nc3ccc(F)cc3)n2)cc1)N1CCCC1,12µM*,-5%,12µM*
COc1ccc(CS(=O)(=O)CC2(O)CCN(C(=O)c3cccc(C(F)(F)F)c3)CC2)cc1,-25%,-7%,-25%
CC(C)[C@H](NC(=O)Nc1cccc(C(F)(F)F)c1)C(=O)O,21%,1%,-1%
CCCn1c(=S)[nH]c2cc(C(=O)NCc3ccccc3OC)ccc2c1=O,-23%,.,?
O=C(CNC(=O)C1CCCCC1)OCCOc1ccccc1,-2%,.,-20%
Cc1ccccc1CC(=O)Nc1ccc(C(=O)N2CCCC2)cc1,0%,-19%,2%
CCC1CCCCN1CCCNC(=O)CCC(=O)N1CCOc2ccccc21 (stereo not given),5%,-1%,3%
CC(C)(C)c1ccc(-c2nnc(N)o2)cc1,0%,-7%,-23%
O=C(CN1C(=O)NC2(CCCCC2)C1=O)N1CCN(S(=O)(=O)c2ccc(Cl)s2)CC1,?,-3%,-29%
O=S(=O)(c1ccccc1)N1CCC2(CCN(c3ccccc3)CC2)CC1,?,-4%,?

# High-throughput results from PubChem BioAssay.

# Rows were taken by chance; 18% or so of the library scored in one or more.
